Source: PubChem BioAssay
TAAR1 antag – antagonists of human TAAR1; Q96RJ0; inhibition, % at 3 µM; CHO RD-HGA16 TAAR1, Fluo-8 calcium fluorescence, antagonist; 360,000 compounds, 1.5% hits;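 active = inhibition above a per-plate cutoff, the mean inhibition of test compounds on that plate plus 3 SD, cut at about 49% in these data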;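 also: 0% = DMSO plus EC80 beta-PEA response and 100% = DMSO alone without agonist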
Target sequence (Q96RJ0 whole entry, looked up): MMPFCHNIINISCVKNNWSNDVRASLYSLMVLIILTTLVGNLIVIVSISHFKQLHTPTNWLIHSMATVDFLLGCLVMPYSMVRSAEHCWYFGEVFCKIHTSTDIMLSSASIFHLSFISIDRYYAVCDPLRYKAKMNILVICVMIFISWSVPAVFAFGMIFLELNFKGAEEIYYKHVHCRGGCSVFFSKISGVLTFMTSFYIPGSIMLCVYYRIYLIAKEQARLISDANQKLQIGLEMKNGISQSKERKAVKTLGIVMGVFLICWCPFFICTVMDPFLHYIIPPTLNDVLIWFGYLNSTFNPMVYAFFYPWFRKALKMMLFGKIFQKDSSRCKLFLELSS
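Test system – hTAAR1-expressing CHO RD-HGA16 cells, Gα16-coupled · Also added – β-PEA at EC80 concentration, post-compound challenge · Compound – 3 µM, single point · Incubation – dye loading 75 min at 37 °C, then 30 min room temperature · Measured by – Fluo-8 intracellular calcium dye fluorescence, real-time kinetic reads · Benchmarks – vehicle and agonist controls · Replicates – singlicate, one well per test compound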
CHO parental Ca – counter-screen for OX1R antagonists: effect in parental CHO cells. inhibition, % at 5.6 µM. AID 463079. 330,000 compounds, 0.63% hits. parental CHO-K1, ATP-induced calcium, Fluo-8 fluorescence;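 active = inhibition above that plate's mean sample inhibition plus 3 SD, cut at about 26% in these data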;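 also: 0% = ATP-challenged DMSO wells and 100% = DMSO wells without ATP; some compounds past the cut are filed as inactive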
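Material: parental CHO cells / Compound: single nominal dose of 5.6 µM per compound / Signal: Fluo-8 fluorescence / Replicates: singlicate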
M1 ag parental – nonselective activator or artifact in parental CHO-K1 cells | Fluo-8 calcium fluorescence; scaled to maximal ATP response, vehicle zero | activation, % at 3 µM | 360,000 compounds, 0.48% hits; in the data active = activation above about 15%;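 also: untransfected CHO-K1 host cells lacking M1 receptor as counterscreen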
CHRM1 agonist – activates human CHRM1 receptor; P11229; CHO-K1 hM1, Fluo-8 calcium fluorescence, agonist mode; 0% DMSO, 100% acetylcholine EC100; activation, % at 3 µM; 360,000 compounds, 0.33% hits;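 active = activation above the run's mean compound activation plus 3 SD, cut at about 16% in these data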;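 also: peak over basal fluorescence ratio within a 140 s kinetic read after compound addition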
TAAR1 ag – agonists of human TAAR1 | activation, % at 3 µM | 360,000 compounds, 0.99% hits | CHO RD-HGA16 TAAR1, Fluo-8 calcium fluorescence; vehicle wells 0%, saturating PEA agonist 100% | Q96RJ0;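 active = activation above the mean activation of all test compounds in the run plus 3 SD, cut at about 38% in these data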
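System: CHO RD-HGA16 cells carrying human TAAR1 plus Gα16; Incubation: 17-24 h seeding, 75 min 37 °C dye, 30 min RT; Measured by: Fluo-8 fluorescence, 5 s baseline then 140 s kinetic read; Control set: DMSO and PEA EC100; Replication: single well for each compound.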
CHO-K1 Ca antag – M1 antagonist counterscreen hit in parental CHO-K1 cells. AID 602250. 360,000 compounds, 0.6% hits. inhibition, % at 3 µM. ATP-induced calcium, Fluo-8 fluorescence;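 active = inhibition above a per-plate cutoff, the plate's mean sample inhibition plus 3 SD, cut at about 24% in these data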;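 also: 0% = DMSO plus EC80 ATP and 100% = DMSO alone without ATP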
OXTR potentiator – potentiators of human oxytocin receptor; activation, % at 3 µM; 320,000 compounds, 0.061% hits; AID 2445; CHO-OTR cells, Fluo-8 calcium fluorescence, potentiator mode; 0% = oxytocin EC15, 100% = EC100;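 active = activation above that plate's cutoff, the mean activation of tested compounds plus 3 SD, cut at about 6.6% in these data, passing the limit was not always enough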;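 also: 100% uses oxytocin at 75 nM as the full agonist control; some results filed as inactive read as strong as hits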
Target sequence (P30559 whole entry, looked up): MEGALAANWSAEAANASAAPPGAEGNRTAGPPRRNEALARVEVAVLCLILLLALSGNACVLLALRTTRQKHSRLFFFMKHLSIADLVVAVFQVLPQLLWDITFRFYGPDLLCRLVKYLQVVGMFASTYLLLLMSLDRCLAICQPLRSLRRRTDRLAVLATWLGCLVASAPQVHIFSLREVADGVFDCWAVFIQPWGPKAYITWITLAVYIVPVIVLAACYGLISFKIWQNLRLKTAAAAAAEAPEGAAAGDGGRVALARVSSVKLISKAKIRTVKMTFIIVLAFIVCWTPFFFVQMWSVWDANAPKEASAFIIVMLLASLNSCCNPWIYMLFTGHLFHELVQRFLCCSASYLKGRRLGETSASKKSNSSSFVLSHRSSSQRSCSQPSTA
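test system = CHO-OTR cells, human receptor | compound = single-point 3.0 µM | schedule = 6 min compound pre-incubation at room temperature, 100 s kinetic read | signal = Fluo-8 no-wash calcium dye fluorescence, excitation 470-495 nm, emission 515-575 nm | repeats = single well per compound, singlicate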
CHO-K1 Ca PAM – nonselective activator or artifact in parental CHO-K1 calcium assay. ATP EC20, Fluo-8 calcium fluorescence; 0% at ATP EC20, 100% at ATP max. 360,000 compounds, 0.02% hits. activation, % at 3 µM. AID 602247;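 active = activation above the run cutoff, the mean activation of all test compounds plus 3 SD, cut at about 40% in these data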;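 also: peak over basal fluorescence ratio in a 140 s read after ATP addition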
CHRM1 antagonist – human CHRM1 antagonism; P11229; CHO-K1 hM1, Fluo-8 calcium fluorescence, ACh EC80 antagonist; inhibition, % at 3 µM; 360,000 compounds, 1.3% hits;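 active = percent inhibition above its own plate's cutoff, namely the mean of that plate's compound wells plus 3 SD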;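 also: peak over basal fluorescence ratio during 140 s after agonist addition; 0% = ACh EC80 plus DMSO and 100% = DMSO alone without agonist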
Numbers without * were called inactive; · = no result given. Not a hit list. About 4.2% of those tested had a hit in this group.

SMILES | TAAR1 antag | CHO parental Ca | M1 ag parental | CHRM1 agonist | TAAR1 ag | CHO-K1 Ca antag | OXTR potentiator | CHO-K1 Ca PAM | CHRM1 antagonist
CN(C)S(=O)(=O)c1ccc(Cl)c(C(=O)OCC(=O)NC(=O)NC2CCCC2)c1 | -4 | -4 | 7.8 | 1 | 8 | -8 | -6 | 1 | -5
COc1cccc2cc(-c3nc4ccccc4o3)c(=O)oc12 | 0 | -22 | 0.1 | -11 | 5 | -2 | 2 | 0 | -8
CCOC(=O)c1cnc2c(-c3ccccc3)cnn2c1N | 10 | -11 | 0.2 | -3 | -1 | -1 | -13 | -2 | -17
COc1ccc(-c2cc(C(F)F)n3ncc(C(=O)Nc4ccc(C(=O)N5CCOCC5)cc4)c3n2)cc1 | -8 | -19 | -0.2 | -1 | -2 | -1 | -16 | -8 | -2
COc1cc(C(=O)O[C@H]2C/C(C)=C/CC[C@]3(C)O[C@@H]3C(O)C2C(C)C)cc(OC)c1OC (stereo not given in full) | 43 | -43 | 4.4 | -1 | 9 | 10 | -10 | 15 | 6
COCCN(CC(=O)Oc1ccccc1P(=O)(OC)OC)Cc1ccccc1 | -6 | -25 | 0.1 | -1 | 2 | -8 | 2 | 3 | -3
CCCn1c(C(C)Nc2nc(C)cs2)nc2cc(Cl)c(Cl)cc21 (stereo not given) | -19 | -39 | -0.8 | -4 | -1 | -2 | -3 | -13 | 9
CN(C)S(=O)(=O)N(CC(=O)Nc1ccc(S(=O)(=O)N2CCCC2)cc1)c1ccccc1 | -20 | -7 | 2.4 | -5 | 3 | -10 | -1 | 6 | 4
CCO/C=C1/C(=O)N(c2ccccc2OC)C(=O)c2ccccc21 | -20 | -8 | 2.5 | -4 | 2 | -16 | 2 | 27 | -14
CCN(CC)S(=O)(=O)c1ccc(C(=O)NNc2nc(-c3ccccc3)c3cc(Br)ccc3n2)cc1 | 10 | -11 | 2.2 | -9 | 1 | -7 | 2 | 18 | 3
NS(=O)(=O)c1ccc(CNC(=O)Cc2ccsc2)cc1 | 2 | -5 | 0.3 | -1 | 0 | -2 | 5 | 15 | -9
COc1cc(CN2CCNC(=O)C2CC(=O)N(Cc2nccn2C)C(C)C)cc(OC)c1 (stereo not given) | 2 | -13 | 0.9 | -2 | 2 | -12 | 2 | 21 | -12
CCOC(=O)NC(=O)C(=CNNc1ncc(C(F)(F)F)cc1Cl)C(=O)NC(=O)OCC | -6 | -12 | -0.6 | -5 | 16 | 5 | -11 | 2 | 9
CCOc1ccc(CCNS(=O)(=O)c2cnc[nH]2)cc1OCC | -11 | -12 | -0.3 | -3 | 0 | 12 | 3 | -4 | -10
COc1ccc(C(=O)NNC(=O)CSc2nnc(C3CC3)n2C)cc1 | -18 | -4 | 7.9 | -3 | 1 | -3 | 7 | 14 | -8
O=C(Cn1c(=O)sc2ccccc21)NCc1ccccn1 | -13 | -12 | -0.1 | 0 | 1 | 0 | -3 | 16 | -26
Cc1nc(N2C(=O)C(=O)/C(=C(/O)c3ccccc3)C2c2ccco2)sc1C (stereo not given) | -9 | -11 | 0.1 | -2 | -1 | -8 | 2 | 15 | 4
Nc1nc(-c2cc3c(cc2Cl)OCCO3)cs1 | -7 | -15 | 1.0 | -1 | 2 | -6 | -4 | 13 | -16
CCc1sc(C(=O)Nc2nc(C)cs2)cc1C | 11 | · | -0.6 | -5 | 4 | -16 | · | -5 | -16
O=S(=O)(NC1=NCCCCC1)c1cccs1 | 5 | -4 | 0.4 | -9 | 1 | -18 | -1 | 5 | -8
CCOC(=O)/C(=C/c1ccc(Cl)cc1)NC(=O)c1ccco1 | 1 | -14 | 0.8 | -8 | 0 | -10 | -7 | 24 | -12
Fc1ccc(NC(=S)Nc2cccnc2)c(F)c1F | -7 | 0 | 0.3 | -2 | 2 | -7 | -1 | -11 | -6
Clc1nc2nc3n(c2nc1Cl)CCC3 | -1 | -6 | 0.2 | -12 | 3 | -12 | 0 | -28 | 13
CCOCCCNC(=O)c1cn2c3c(ccc(Cl)c3c1=O)OC(C)C2 (stereo not given) | -11 | · | 6.0 | -3 | 2 | -4 | · | 4 | 7
C=CCN(c1ccccc1OC)S(=O)(=O)c1cccc(C(=O)NCC(c2ccc(OC)cc2)N2CCCC2)c1 (stereo not given) | 6 | · | 0.7 | -9 | 1 | -13 | · | -2 | 34*
Cc1ccc(NS(=O)(=O)c2cccc(C(=O)N(C)Cc3cccs3)c2)cc1 | 16 | -13 | 2.6 | 2 | 3 | -5 | -6 | -21 | -2
Cc1nn(C)c(C)c1NC(=O)COc1ccc(Cl)cc1Br | 10 | -8 | 7.9 | 3 | 6 | -9 | -11 | -4 | -6
O=C(N/C(=N\O)c1ccccc1)Nc1ccc(Cl)cc1 | 25 | 2 | 3.7 | 0 | 16 | 0 | -3 | 8 | 11
Cc1cccc(OCCOC(=O)C2CCN(S(=O)(=O)c3ccc(C)c(C)c3)CC2)c1 | 23 | -2 | 0.3 | 0 | 3 | 0 | -9 | -10 | -5
CCn1c(CC(=O)Nc2ccc(C)cc2)nnc1SCC(=O)N1CCOCC1 | -30 | -3 | 0.8 | -2 | 11 | -14 | 0 | 12 | -6
Clc1ccc(-c2ccnc(-n3cccc3)n2)s1 | -42 | -1 | -0.4 | -2 | 0 | -19 | 1 | 20 | -4
CC(=O)Nc1ccc(S(=O)(=O)CCC#N)cc1 | -2 | -1 | -0.1 | 1 | 5 | -2 | -9 | 2 | 1
O=C(Nc1c(Cl)cccc1Cl)c1cc(=O)n(Cc2ccccc2)c(=O)[nH]1 | -5 | -1 | 0.9 | -3 | 5 | -23 | -9 | 22 | -9
O=C(c1ccco1)c1coc2c1cc(O)c1ccccc12 | -9 | -6 | 0.6 | -2 | 11 | 4 | -7 | -2 | 2
O=C(N/N=C/c1ccc(Cl)s1)c1ccccc1[N+](=O)[O-] | -34 | -16 | 4.2 | -4 | 1 | -10 | -1 | 13 | 5
Cc1ccc(CN2CC[C@H]3C=CCc4cccc(c43)C2)cc1 | 4 | -20 | 0.5 | -9 | 17 | -22 | -2 | 26 | 2
COc1ccc(NC(=O)c2ccc(COCC(F)(F)F)cc2)cc1OC | -16 | -15 | 0.9 | -1 | 0 | 7 | -3 | -10 | -4
O=C(NCCN1CCC(n2c(=O)[nH]c3ccccc32)CC1)N1c2ccccc2Sc2ccccc21 | 34 | · | 2.2 | · | 10 | -1 | · | 6 | ·
C=CCN(C(=O)CSc1nnnn1C)c1nc(-c2ccccc2)cs1 | -26 | · | 1.5 | -3 | 12 | -6 | · | -3 | -12
O=C(Oc1cccnc1)c1cc2ccccc2oc1=O | 4 | -12 | 4.1 | 0 | 3 | 2 | -4 | 13 | -23
CC(C)N(CC#CCC1(O)c2ccccc2-c2ccccc21)CCO | -8 | -16 | -0.1 | -11 | -2 | -18 | -5 | 6 | 4
CSc1nc2ccc(S(=O)(=O)Nc3c(C)n(C)n(-c4ccccc4)c3=O)cc2s1 | 37 | -27 | 6.7 | 1 | 20 | -7 | -12 | -9 | 2
Cc1cccc2nc3c(nc12)CCCC3 | 4 | -7 | 0.1 | -2 | -1 | -9 | -7 | -5 | -12
COc1cc(C)ccc1OCCOCCOc1cccc2ccc(C)nc12 | -6 | -17 | 6.0 | -3 | 6 | -11 | -9 | 7 | -4
CC(=O)Nc1ccc(NC(=O)C(C)OC(=O)CC2CCCC2)cc1 (stereo not given) | 2 | 5 | 0.5 | 1 | 0 | 3 | -7 | -1 | -11

Exported with values under each structure: part of the list above.
Every second line gives: TAAR1 antag | CHO parental Ca | M1 ag parental | CHRM1 agonist | TAAR1 ag | CHO-K1 Ca antag | OXTR potentiator | CHO-K1 Ca PAM | CHRM1 antagonist
CC(=O)Nc1ccc(S(=O)(=O)CCC#N)cc1
→ -2 | -1 | -0.1 | 1 | 5 | -2 | -9 | 2 | 1
O=C(Nc1c(Cl)cccc1Cl)c1cc(=O)n(Cc2ccccc2)c(=O)[nH]1
→ -5 | -1 | 0.9 | -3 | 5 | -23 | -9 | 22 | -9
O=C(c1ccco1)c1coc2c1cc(O)c1ccccc12
→ -9 | -6 | 0.6 | -2 | 11 | 4 | -7 | -2 | 2
O=C(N/N=C/c1ccc(Cl)s1)c1ccccc1[N+](=O)[O-]
→ -34 | -16 | 4.2 | -4 | 1 | -10 | -1 | 13 | 5
Cc1ccc(CN2CC[C@H]3C=CCc4cccc(c43)C2)cc1
→ 4 | -20 | 0.5 | -9 | 17 | -22 | -2 | 26 | 2
COc1ccc(NC(=O)c2ccc(COCC(F)(F)F)cc2)cc1OC
→ -16 | -15 | 0.9 | -1 | 0 | 7 | -3 | -10 | -4
O=C(NCCN1CCC(n2c(=O)[nH]c3ccccc32)CC1)N1c2ccccc2Sc2ccccc21
→ 34 | · | 2.2 | · | 10 | -1 | · | 6 | ·
C=CCN(C(=O)CSc1nnnn1C)c1nc(-c2ccccc2)cs1
→ -26 | · | 1.5 | -3 | 12 | -6 | · | -3 | -12

(cont.)
SMILES | TAAR1 antag | CHO parental Ca | M1 ag parental | CHRM1 agonist | TAAR1 ag | CHO-K1 Ca antag | OXTR potentiator | CHO-K1 Ca PAM | CHRM1 antagonist
CC(=O)c1c(C)[nH]c(C(=O)COC(=O)c2ccc3c(=O)n4c(nc3c2)CCC4)c1C | 14 | -10 | 2.8 | -2 | 5 | -3 | -12 | 19 | -9
COc1ccc(NC(=O)c2ccc(NC(=O)c3ccco3)cc2)c(OC)c1 | -2 | -12 | 2.8 | -1 | 0 | -8 | -1 | -1 | -6
O=C(CC(c1ccccc1)c1ccccc1O)NCc1ccco1 (stereo not given) | -1 | -18 | 0.6 | -3 | 11 | -8 | -5 | 9 | -3
O=C(COC(=O)c1ccc(-c2ccc([N+](=O)[O-])cc2)o1)NC(=O)NC12CC3CC(CC(C3)C1)C2 | -20 | -10 | -0.3 | -9 | 2 | 2 | 0 | 9 | 1
COc1ccc(N2CC(C(=O)OCC(=O)NCc3ccccc3)CC2=O)cc1 (stereo not given) | 0 | -13 | -0.6 | -2 | 10 | -14 | -3 | 0 | -9
O=C(O)c1ccc(NC(CSCc2cccc(F)c2)C(=O)O)c([N+](=O)[O-])c1 (stereo not given) | 4 | -5 | -0.2 | 2 | 8 | -9 | -4 | 4 | -13
